Source: PubChem BioAssay (Southern Research Specialized Biocontainment Screening Center)
H1N1 NS1A inhibition: H1N1 influenza NS1A inhibitors, functional cell based assay (AID 504329); NS1A functional cell-based assay, percent inhibition; higher % means a stronger effect; one-dose inhibition, % at 12.5 µM; IC50 in µM for titrated hits; actives 0.3% (n = 340,000); in the data active = a potency from the dose series; inconclusive = inhibition above about 27% without an active follow-up result; note: strong numbers were not always called active
inhibitors of VEEV: inhibitors of VEEV TC-83 cytopathic effect, confirmation, Vero cells (AID 588727); Vero cells, VEEV TC-83 cytopathic effect inhibition; higher % means a stronger effect; inhibition, % at 20 µM; hits with a dose series show IC50 in µM; actives 0.13% (n = 350,000); in the data active = a potency from the dose series; inconclusive = inhibition mostly from about 14% at the one dose, without a potency; inactive = the rest, 99 in 100 with inhibition below about 12%; note: strong numbers were not always called active
Salmonella PhoP GFP: PhoP regulon inhibitors, Salmonella typhi PhoP promoter GFP reporter, confirmatory (AID 1850) | Salmonella Typhi PhoP-promoter GFP reporter, fluorescence, 4 h; higher % means a stronger effect | inhibition, % at 50 µM, or IC50 in µM where a hit was titrated | actives 0.33% (n = 310,000); in the data active = a potency from the dose series; inconclusive = inhibition mostly from about 25% at the one dose, without a potency; inactive = the rest, 99 in 100 with inhibition below about 19%;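 note: 0% = induced wells with vehicle and 100% = uninduced wells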
H37Rv inhibition: M. tuberculosis growth inhibition, HTS (AID 449762) | M. tuberculosis H37Rv growth inhibition, 7H9 media; higher % means a stronger effect | inhibition, % at 25 µM, or IC50 in µM where a hit was titrated | actives 0.59% (n = 330,000); in the data active = a potency from the dose series; inconclusive = inhibition above about 70% without an active follow-up result;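 note: bacterial growth assessed after seven days of incubation; strong numbers were not always called active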
M. tuberculosis: growth inhibition of non-replicating M. tuberculosis (AID 488890). actives 0.39% (n = 320,000). Mycobacterium tuberculosis non-replicating, growth inhibition; higher % means a stronger effect. inhibition, % at 25 µM, or IC50 in µM where a hit was titrated; in the data active = a potency from the dose series; inconclusive = inhibition mostly from about 82% at the one dose, without a potency; inactive = the rest, 99 in 100 with inhibition below about 76%;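 note: plate controls were DMSO cells for no effect and high antibiotic wells for full effect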
inhibitors of VEEV 10K pilot screen: recorded beside inhibitors of VEEV, whose call it bears; inhibition, %; measured here: 10K pilot screen inhibition
* hit, by the source's call; i = inactive; ? = inconclusive; nt = no result given.

SMILES | H1N1 NS1A inhibition | inhibitors of VEEV | Salmonella PhoP GFP | H37Rv inhibition | M. tuberculosis | others
O=C(COC(=O)c1ccc(Cl)cc1O)NC(=O)C1CCCCC1 | -8% | 1.4% | -1% | 64% | ?
CC(=O)NCCc1ccc(C(=O)COC(=O)c2cccn2C)cc1 | -3% | 10% | nt | 2% | 12%
Cc1ccc(C(=O)O)cc1NC(=S)NC(=O)c1ccc(-c2ccccc2)cc1 | -6% | 5.3% | -2% | 25% | 15%
COc1ccc(C(=O)Nc2ccc(NC(=O)c3cccs3)c(OC)c2)cc1Cl | 5% | 10% | 15% | -2% | -9%
Cc1cc(C)cc(NC(=O)CNC(c2ccccc2)c2ccccc2)c1 | -5% | 3.0% | 4% | -2% | 14%
NC(=O)c1cnn(C2CCS(=O)(=O)C2)c1 (stereo not given) | 6% | i | -7% | -5% | -18%
CCn1c(=O)cc(SCC(=O)Nc2cc(OC)c(OC)c(OC)c2)c2ccccc21 | 9% | 6.7% | 3% | -3% | 3%
Nc1n[nH]c(C2CCCCC2)n1 | -9% | 0.1% | -6% | 5% | 2%
O=C(NC12CC3CC(CC(C3)C1)C2)OC1CN2CCC1CC2 (stereo not given) | nt | 2.2% | 10% | -1% | -7%
COc1ccc(/C=C2/CCCC(C(=O)C(F)(F)F)=C2O)cc1OC | -15% | i | 3% | 3% | 42%
CC1=C(C#N)C(NC(=O)C2CCCCC2)(C(F)(F)F)C(=O)N1 (stereo not given) | -3% | 0.7% | -5% | 1% | -1%
Cc1cccc(CCNC(=O)C2CCCN(S(=O)(=O)c3cccc4nsnc34)C2)c1 (stereo not given) | 3% | 1.0% | 0% | -8% | 4%
CCOC(=O)C1=C(C)NC(C)=C(C(=O)OCC)C1C(=O)OCC(=O)N1CC(C)OC(C)C1 (stereo not given) | -1% | 1.9% | nt | 5% | 3%
CCN1CCN(CCCNC(=O)c2csc3c2CCCCC3)CC1 | -9% | i | -3% | 3% | 3%
Cc1ccc(NC(=O)CSc2nc3ccccc3nc2N2CCCC2)cc1 | -15% | 1.3% | 8% | -14% | 4% | inhibitors of VEEV 10K pilot screen=3.2
N=C1/C(=C\c2ccc(OC(=O)c3ccccc3)cc2)C(=O)N=C2SC(N3CCOCC3)=NN12 | 23% | 6.5% | 3% | 0% | 75%
CC(C)c1onc(C(=O)NCc2cccs2)c1[N+](=O)[O-] | 5% | 0.7% | -2% | -2% | 62%
CC(=O)c1ccc(OCc2cc(C(=O)N(C)Cc3ncc(C)[nH]3)no2)cc1 | 3% | i | 1% | 1% | -18%
CC(=O)NC1=NN(C(C)=O)C(C)(CS(=O)(=O)c2ccc3ccccc3c2)S1 (stereo not given) | -16% | 0.6% | 1% | 5% | -5%
COc1ccc(NC(C)=O)cc1S(=O)(=O)N1CCn2cccc2C1C (stereo not given) | 0% | 0.1% | nt | -7% | 18%
Cc1ccc(S(N)(=O)=O)cc1NC(=O)/C=C/c1cccs1 | -6% | 1.6% | 8% | 0% | -4%
CCCC(C(=O)O)n1c(O)c(C=C2N=c3ccccc3=N2)sc1=S (stereo not given) | 18% | 0.7% | 12% | -2% | 8%
O=C(Nc1n[nH]c(C(F)(F)F)n1)C1CC1 | 2% | 0.7% | 1% | 11% | -6%
CCOC(=O)c1cc(S(=O)(=O)NCCc2ccccc2)cn1C | 12% | i | -15% | 3% | 21%
Cc1ccc2sc(N(CCCN(C)C)C(=O)c3ccc(S(=O)(=O)N4CCc5ccccc5C4)cc3)nc2c1C | 8% | ? | 1% | 64% | 6%
O=[N+]([O-])c1cc(/C=N/n2c(-c3cccnc3)n[nH]c2=S)ccc1Cl | -1% | 1.7% | -10% | 1% | -35%
COc1ccccc1OCCn1ccnc1 | -9% | 1.5% | -6% | 2% | 1%
CCN(CC)c1nc2c(c(=O)[nH]c(=O)n2C)n1Cc1ccccc1 | 5% | 1.0% | 4% | 0% | -4%
C[C@H](CO)N1C[C@H](C)[C@@H](CN(C)S(C)(=O)=O)Oc2ccc(NC(=O)Nc3ccccc3)cc2C1=O | -21% | 2.5% | nt | 2% | -5%
COc1ccc(C(=O)NNC2=NC(C)(C)Cc3ccccc32)cc1 | -3% | 1.3% | -12% | 5% | 16%

3 compounds out of the list, ordered by SMILES length, highest first:
SMILES | H1N1 NS1A inhibition | inhibitors of VEEV | Salmonella PhoP GFP | H37Rv inhibition | M. tuberculosis | others
COc1ccc(C(=O)NNC2=NC(C)(C)Cc3ccccc32)cc1 | -3% | 1.3% | -12% | 5% | 16%
O=C(Nc1n[nH]c(C(F)(F)F)n1)C1CC1 | 2% | 0.7% | 1% | 11% | -6%
COc1ccccc1OCCn1ccnc1 | -9% | 1.5% | -6% | 2% | 1%

The listing continues:
SMILES | H1N1 NS1A inhibition | inhibitors of VEEV | Salmonella PhoP GFP | H37Rv inhibition | M. tuberculosis | others
Cn1nccc1C(=O)Nc1ccc2c(c1)OCCO2 | 9% | 0.0% | -3% | -1% | 2%
O=[N+]([O-])c1ccc(Cl)c(Cl)c1Cl | -10% | 0.7% | nt | -6% | -6%
CN(C)c1ccc(C(=O)/C=C/c2ccc(Br)cc2)cc1 | 5% | 0.1% | -4% | -9% | 51% | inhibitors of VEEV 10K pilot screen=1.0
COc1ccc(NC(=S)NCc2ccccc2)c(OC)c1 | -3% | 1.5% | -2% | -5% | 4%
CCOc1cccc(CN2CCC(Oc3ccc(C(=O)N4CCCC4)cc3)CC2)c1 | -13% | 2.4% | 3% | 2% | 12%
CCCCn1c(CCCNC(=O)c2ccco2)nc2ccccc21 | -17% | i | 14% | -2% | -5%
Cc1cccn2c(=O)c3cc(C(=O)NCc4ccco4)c(=N)n(CCOCCO)c3nc12 | 7% | 1.3% | -5% | 7% | 2%
CCc1cccc(NC(=O)CN2C(=O)NC3(CCCCCCC3)C2=O)c1 | 1% | 0.0% | -1% | 18% | 13%
COCCNC(=S)N1CCCN(c2nc3cc(C)ccc3cc2C#N)CC1 | -1% | 0.8% | -10% | 0% | -5%
COC(=O)c1cc(S(=O)(=O)N2CCN(C(=O)c3ccco3)CC2)cn1C | -4% | 0.1% | 10% | 5% | 9%
CCn1ccc(C(=O)Nc2ccccc2Cl)n1 | -2% | i | -11% | -2% | -13%
O=C(CN1C(=O)C2CC=CCC2C1=O)NCC(=O)Nc1ccc(F)c(F)c1F (stereo not given) | -9% | 1.3% | 7% | 1% | -8%
CC(C)CN(C(=O)COC(=O)C(C)N1C(=O)c2ccccc2C1=O)c1c(N)n(Cc2ccccc2)c(=O)[nH]c1=O (stereo not given) | -8% | 1.2% | 10% | -1% | 5%
O=C(CCN1C(=O)C2CC=CCC2C1=O)Nc1cc(C(F)(F)F)ccc1N1CCCC1 (stereo not given) | -8% | 5.1% | 3% | 3% | 8%
CC(=O)Nc1ccc(S(=O)(=O)Nc2cc(C)cn(Cc3ccccc3)c2=O)cc1 | -7% | i | -3% | 1% | 15%

Among those listed so far, these contain an aryl thioether with sulfur outside any ring.
SMILES | H1N1 NS1A inhibition | inhibitors of VEEV | Salmonella PhoP GFP | H37Rv inhibition | M. tuberculosis | others
CCn1c(=O)cc(SCC(=O)Nc2cc(OC)c(OC)c(OC)c2)c2ccccc21 | 9% | 6.7% | 3% | -3% | 3%
Cc1ccc(NC(=O)CSc2nc3ccccc3nc2N2CCCC2)cc1 | -15% | 1.3% | 8% | -14% | 4% | inhibitors of VEEV 10K pilot screen=3.2

(cont.)
SMILES | H1N1 NS1A inhibition | inhibitors of VEEV | Salmonella PhoP GFP | H37Rv inhibition | M. tuberculosis | others
CCNc1ccccc1C(=O)O | 1% | 0.9% | 0% | -2% | 13%
O=C(Nc1ccccc1F)NC1CC1 | -5% | 1.2% | -5% | -4% | 13%
Cc1c(NC(=O)CN2C(=O)NC(C)(c3ccc(OC(F)F)cc3)C2=O)c(=O)n(-c2ccccc2)n1C (stereo not given) | -4% | 2.1% | -7% | -10% | -2%
O=C(COC(=O)c1ccc[nH]c1=O)NCCc1ccc(F)cc1 | -1% | 0.7% | 8% | 1% | 3%
O=C(CCNS(=O)(=O)c1ccc(Br)s1)NCc1ccc(F)cc1 | -1% | 0.5% | 8% | -2% | -9%
Cc1ccc(NC(=O)COC(=O)C(CC(C)C)N2C(=O)C3CC=CCC3C2=O)c(C)c1 (stereo not given) | -2% | 0.5% | -9% | -19% | 7%
O=C(CN1C2=NCCN2c2ccccc21)c1ccc2c(c1)OCO2 | -1% | i | 34% | -1% | 10%
O=C(COc1ncnc2sccc12)NC1CCCc2ccccc21 (stereo not given) | 4% | 0.4% | -8% | 4% | -1%
COc1ccc(-c2csc(NCCc3nc4cc(C(=O)NCCCO)ccc4n3Cc3ccc(C)cc3)n2)cc1 | 2% | 3.6% | 0% | 21% | 24%
Cc1ccccc1NC(=O)C(=O)NCC1CCCN1S(=O)(=O)c1cccs1 (stereo not given) | -2% | 7.5% | 5% | -3% | 17%
COc1ccc(Cc2nnc(N/N=C(\C)c3ccccc3)[nH]c2=O)cc1OC | 2% | 2.7% | 2% | 5% | 18%
CCOC(=O)c1c(C)[nH]c(C(=O)COC(=O)/C=C/c2ccc(OCC#N)c(OC)c2)c1C | -13% | 1.4% | -17% | 0% | 0%
Cc1ccc(S(=O)(=O)N2CCOCC2)cc1NC(=O)COC(=O)c1ccc2c(c1)OCO2 | 10% | 6.6% | -10% | -1% | 3%
CC12CN3CC(C)(CN(C1)C3c1ccc(Cl)cc1Cl)C2=O (stereo not given) | 4% | 1.0% | 13% | -4% | -4%
NC(=O)C1CCN(c2nc(-c3cc4ccccc4o3)cs2)CC1 | 9% | 1.9% | nt | 38% | 77%

Among those listed so far, three contain a nitro group on carbon.
SMILES | H1N1 NS1A inhibition | inhibitors of VEEV | Salmonella PhoP GFP | H37Rv inhibition | M. tuberculosis | others
CC(C)c1onc(C(=O)NCc2cccs2)c1[N+](=O)[O-] | 5% | 0.7% | -2% | -2% | 62%
O=[N+]([O-])c1cc(/C=N/n2c(-c3cccnc3)n[nH]c2=S)ccc1Cl | -1% | 1.7% | -10% | 1% | -35%
O=[N+]([O-])c1ccc(Cl)c(Cl)c1Cl | -10% | 0.7% | nt | -6% | -6%

Other records.
SMILES | H1N1 NS1A inhibition | inhibitors of VEEV | Salmonella PhoP GFP | H37Rv inhibition | M. tuberculosis | others
CC(=O)Nc1ccc(S(=O)(=O)Nc2nccc(/C=C/c3ccccc3F)n2)cc1 | -10% | 2.9% | 11% | -4% | 14%
O=C1CC2(CCN(C(=O)c3c(F)cccc3F)CC2)Oc2ccccc21 | -2% | 9.3% | 2% | -5% | -3%
CS(=O)(=O)N(CC(O)CON=C1c2ccccc2-c2ccccc21)c1ccc(F)cc1 (stereo not given) | 1% | 0.4% | 7% | 4% | 0%
O=C(CSc1nnc2ccccn12)NCc1cccs1 | -21% | ? | 3% | 5% | -9%
CCCc1cc(C(=O)NNC(=S)NC2CCCCC2)cs1 | 5% | 2.6% | -3% | 7% | 3%
Clc1ccc(CN2CCN(c3ncccn3)CC2)cc1 | -9% | i | -6% | 4% | 6%
COc1cc(/C=N/NC(=O)c2ccoc2C)ccc1O | 0% | 3.0% | -6% | 2% | -10%
CCCCc1nnc(NC(=O)c2ccc3c(=O)n4c(nc3c2)CCC4)s1 | -2% | 4.6% | -1% | -6% | 11%
O=C(Nc1ccc(C(=O)N2CCCCC2)cc1)C1CC1 | -32% | 0.0% | nt | nt | nt
N#CC1=C(N)Oc2c(O)cc3ccccc3c2C1c1ccsc1 (stereo not given) | 9% | 0.1% | -3% | ? | 32%
COc1ccc(C(=O)COC(=O)c2ccccn2)c(OC)c1 | 0% | i | nt | 6% | 47%
Cc1nc2ccc(NC(=O)c3ccco3)cc2nc1C | 5% | 3.2% | -5% | -3% | -1%
COc1cccc(C(=O)NC2CC3CCCC(C2)N3CC(=O)Nc2ccccc2)c1 (stereo not given) | 7% | 1.4% | 2% | 47% | 44%
CC(C)CNC(=S)N1CCN(c2nc3ccccc3s2)CC1 | 3% | 2.3% | -4% | 2% | 25%
CC(C)(C)c1ccc(NC(=O)CSc2nnc(-c3n[nH]c4ccccc34)o2)cc1 | -7% | 8.9% | -8% | 16% | 65%
COC(=O)[C@@H](NC(=O)NC(C)CCc1ccccc1)C(C)C (stereo not given in full) | 0% | 1.4% | -7% | -4% | -3%
Cc1cc2[nH]c(=O)c(=O)[nH]c2cc1S(=O)(=O)NCc1ccc(Cl)cc1 | -7% | 1.4% | -9% | -7% | -9%
Cc1cc(C)cc(N(C(=O)c2ccccn2)C(C(=O)NC2CCCCC2)c2cccs2)c1 (stereo not given) | 1% | 9.5% | 1% | -12% | 54%
CC1CC1C(=O)OCC(=O)Nc1ccccc1Oc1ccccc1 (stereo not given) | -1% | i | 0% | 3% | 60%
CC(C)(Oc1ccc(Cl)cc1)C(=O)O/N=C(\N)c1ccncc1 | 11% | i | 3% | -2% | ?
